Screens deposited in PubChem by several laboratories.
LRH-1 inv ag – LRH-1 (NR5A2) inverse agonists, primary screen, cell-based, luminescence, HEK293T, StAR-luciferase reporter; Nuclear receptor subfamily 5 group A member 2 (Homo sapiens), O00482; LRH-1 transfected, 24 h; inhibition, % at 3.6 µM; 360,000 tested, 0.13% active; AID 602396, 2012;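 active means inhibition above the mean inhibition of all tested compounds plus 3 SD, cut at about 73% in these data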;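 further: 0% = DMSO wells and 100% = reporter-only cells lacking LRH-1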
C8 TRAIL sens – viability loss with TRAIL in NB7+C8 cells, primary screen, TRAIL sensitizer project, cell-based, ATPlite luminescence. inhibition (viability loss, TRAIL sensitization), % at 10 µM. 360,000 tested, 1% active. AID 624354, 2012;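 active means compounds causing at least 50% loss of cell viability in the single-dose screen, relative to plate controls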
SRC3 inh – SRC3 coactivator transcriptional activity inhibitors, primary screen, cell-based, luminescence | Nuclear receptor coactivator 3 (Homo sapiens), Q9Y6Q9 | HEK293 GAL4-SRC3 luciferase reporter | inhibition, % at 3.6 µM | 360,000 tested, 0.17% active;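 active means inhibition above a per-campaign cutoff, the mean of all compounds plus 3 SD, cut at about 60% in these data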;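 further: 0% = DMSO-treated cells and 100% = gossypol-treated cells at 36 µM; higher means less SRC3-driven luciferase light from the GAL4 reporter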
Target sequence (Q9Y6Q9 whole entry, looked up, the tested form may be a part): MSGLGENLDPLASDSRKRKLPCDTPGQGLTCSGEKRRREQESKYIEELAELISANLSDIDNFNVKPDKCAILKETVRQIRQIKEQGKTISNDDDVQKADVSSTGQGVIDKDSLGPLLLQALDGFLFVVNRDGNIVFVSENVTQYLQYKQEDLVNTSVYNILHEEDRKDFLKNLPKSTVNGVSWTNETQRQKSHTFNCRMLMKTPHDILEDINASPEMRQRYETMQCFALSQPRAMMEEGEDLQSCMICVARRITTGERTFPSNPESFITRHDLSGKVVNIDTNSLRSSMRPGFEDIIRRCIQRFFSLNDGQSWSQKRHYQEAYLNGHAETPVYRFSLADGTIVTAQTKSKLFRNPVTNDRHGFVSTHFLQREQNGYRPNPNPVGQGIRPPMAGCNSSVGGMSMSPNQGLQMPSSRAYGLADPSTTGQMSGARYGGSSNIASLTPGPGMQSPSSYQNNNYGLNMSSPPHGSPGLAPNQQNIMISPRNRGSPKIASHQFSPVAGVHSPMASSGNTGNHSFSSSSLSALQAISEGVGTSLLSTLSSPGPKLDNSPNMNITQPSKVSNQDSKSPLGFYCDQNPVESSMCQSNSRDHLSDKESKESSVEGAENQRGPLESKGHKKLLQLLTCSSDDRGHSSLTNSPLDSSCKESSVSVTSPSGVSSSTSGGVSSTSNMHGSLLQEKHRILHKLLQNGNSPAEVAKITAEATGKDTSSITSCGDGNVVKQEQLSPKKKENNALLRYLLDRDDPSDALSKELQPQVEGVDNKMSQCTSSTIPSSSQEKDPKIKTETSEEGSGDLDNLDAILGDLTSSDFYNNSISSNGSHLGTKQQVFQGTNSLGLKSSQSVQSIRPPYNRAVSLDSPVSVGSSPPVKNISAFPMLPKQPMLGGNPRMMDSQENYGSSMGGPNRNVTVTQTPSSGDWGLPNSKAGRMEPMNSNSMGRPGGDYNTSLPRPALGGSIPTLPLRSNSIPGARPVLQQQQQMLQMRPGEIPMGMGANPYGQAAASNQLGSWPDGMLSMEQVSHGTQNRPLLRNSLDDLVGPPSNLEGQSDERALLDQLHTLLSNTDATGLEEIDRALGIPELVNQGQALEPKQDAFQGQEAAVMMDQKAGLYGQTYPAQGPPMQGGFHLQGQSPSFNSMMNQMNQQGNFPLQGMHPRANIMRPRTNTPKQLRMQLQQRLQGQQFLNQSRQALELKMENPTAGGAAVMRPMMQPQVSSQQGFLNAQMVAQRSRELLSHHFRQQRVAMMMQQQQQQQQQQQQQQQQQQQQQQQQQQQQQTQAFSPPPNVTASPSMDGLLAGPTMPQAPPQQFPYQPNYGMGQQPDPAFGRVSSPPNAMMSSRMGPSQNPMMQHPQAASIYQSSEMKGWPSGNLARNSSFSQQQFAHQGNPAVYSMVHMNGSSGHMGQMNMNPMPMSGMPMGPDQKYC
NCOA1 inh – SRC1 coactivator transcriptional activity inhibitors, primary screen, cell-based, luminescence. Nuclear receptor coactivator 1 (Homo sapiens), Q15788. HEK293 GAL4-SRC1 luciferase reporter. inhibition, % at 3.6 µM. 360,000 tested, 0.12% active. AID 588354, 2011;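 active means inhibition above the campaign mean plus 3 SD, with each screening campaign given its own cutoff, cut at about 60% in these data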;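 further: 0% = DMSO treated cells and 100% = gossypol at 36 µM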
TROY NFkB inh – inhibitors of TROY-driven NF-kB signaling, primary screen, Q293 LMP1-TROYcd cells, NF-kB luciferase, uHTS; Q293 LMP1-TROYcd NF-kB luciferase reporter, 4 h; inhibition, % at 10 µM; 360,000 tested, 0.98% active;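 active means compounds whose plate-normalised and pattern-corrected inhibition of the luciferase reporter signal at the single screening dose is 50% or more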
CF NFkB block – inhibitors of PAF-induced NF-kB signaling, primary screen, cell-based, GFP fluorescence, uHTS; KKLEB NF-kB-GFP reporter, GFP fluorescence overnight; AID 588850, 2011; 360,000 tested, 0.86% active; inhibition, % at 5 µM;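 active means at least 50% inhibition at 5 µM, scaled per plate between neutral and stimulator controls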;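 further: PAF is a Pseudomonas aeruginosa culture filtrate used as stimulus; plate controls were PAF-stimulated DMSO wells for no effect and unstimulated DMSO wells for full effect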
LMP1 NFkB inh – EBV LMP1-driven NF-kappaB luciferase reporter inhibitors, primary screen, cell-based, luminescence, single point | LMP1-induced NF-kappaB luciferase reporter cells | inhibition, % at 12.5 µM | 350,000 tested, 0.69% active; in the data active means inhibition above about 41%;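 further: 0% = neutral control wells and 100% = reference inhibitor control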
NR2F2 inh – NR2F2 transcriptional activity inhibitors, primary screen, cell-based, luciferase reporter, HEK293T, luminescence; COUP transcription factor 2 (Homo sapiens), P24468; HEK293T NGFI-A luciferase reporter; inhibition, % at 8.6 µM; 370,000 tested, 0.7% active;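 active means inhibition above a per-plate cutoff, mean inhibition of test wells between control levels plus 3 SD, cut at about 38% in these data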;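 further: cells cotransfected with COUP-TFII expression vector driving the NGFI-A reporter; 0% = median of COUP-TF2 test wells and 100% = reporter-only cells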
KKLEB cytotox – cytotoxicity in KKLEB CF airway cells, primary screen, cytotoxicity control for CF NF-kB inhibitor project, cell-based, uHTS, fluorescence assay plates. activity change (cytotoxicity), % at 5 µM. 360,000 tested, 0.36% active. KKLEB CF airway cells viability, ATPlite luminescence, overnight; stronger effect = lower value; cells stimulated with P. aeruginosa culture filtrate;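 active means corrected activity change at or below -50% at 5 µM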
TWEAK-Fn14 inh – inhibitors of TWEAK-Fn14 signaling, primary screen, luciferase reporter cells, uHTS; TWEAK-stimulated Fn14 reporter cells, luciferase luminescence, 8 h; inhibition, % at 10 µM; 360,000 tested, 2% active; in the data active means inhibition above about 50%
Shn3 3UTR inh – reduction of Shn3 3'UTR firefly luciferase signal, primary screen, Schnurri-3 inhibitor project, cell-based, Clone20 osteoblasts, set 2; Clone20 osteoblast Shn3 3'UTR firefly luciferase, 24 h; inhibition, % at 12.5 µM; 360,000 tested, 0.52% active; AID 588674, 2011;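 active means mean inhibition of at least 75% with every replicate also reaching 75%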;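 further: 0% = median of neutral control wells and 100% = pilot-screen positive control compound; some compounds past the cut are filed as inactive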
* marks the source's active call; other numbers are inactive results; · = not tested or not shown. Not all compounds are listed. The share of hits here may be higher or lower than overall.

Every second line gives: LRH-1 inv ag	C8 TRAIL sens	SRC3 inh	NCOA1 inh	TROY NFkB inh	CF NFkB block	LMP1 NFkB inh	NR2F2 inh	KKLEB cytotox	TWEAK-Fn14 inh	Shn3 3UTR inh
> C[C@@H]1CCC[C@@]2(O[C@@H](CCO)C[C@H](O)[C@H]2O)O1
    7	14	-21	-20	-16	-8	2	-2	-11	-8	-35
> Cc1ccnc2ccc(SC(F)(F)F)cc12
    0	2	18	-14	5	2	1	15	5	15	5
> COCCCNC(=S)N1CCCN(c2nc3c(C)c(C)ccc3cc2C#N)CC1
    -3	-5	19	-5	-18	3	-9	-5	11	12	-2
> O=C(NN1CCOCC1)c1cc(Cl)ccc1Cl
    11	-3	-1	-30	-18	-4	10	10	5	0	-3
> CCOC(=O)CNS(=O)(=O)CCN1C(=O)c2ccccc2C1=O
    -3	0	19	5	3	-1	-1	-13	-15	4	-6
> Cc1ccc2nc3c(c(C(=O)OC4CCOC4=O)c2c1)CCCC3 (stereo not given)
    8	3	20	-13	20	-18	-6	-2	0	8	5
> CCCn1c(=O)c(C(=O)Nc2ccccc2N)c(O)c2ccccc21
    12	1	-17	-2	-1	-14	0	-6	1	8	-18
> Cc1cc(C)n2nc(SCC(=O)N(CC(C)C)c3c(N)n(CC(C)C)c(=O)[nH]c3=O)nc2n1
    3	1	11	11	9	9	4	1	9	-7	-3
> COc1ccc(NC(=S)NC(=O)/C=C/c2ccco2)cc1
    -24	2	-19	-15	-22	5	-15	-15	-14	-1	-29
> COc1ccc(-c2ccc(C#N)c(SCC(=O)OCc3ccccc3)n2)cc1OC
    -11	1	-11	-2	16	20	-1	-9	-4	-18	-1
> COc1cc(OC)cc(C(=O)NNC(=O)CCCOc2ccccc2)c1
    -4	-6	4	-21	0	2	-2	4	3	-1	-8
> COc1ccccc1C(=O)NCCC(=O)NCC(c1ccco1)N1CCCCC1 (stereo not given)
    5	-16	10	-1	22	-6	-6	-5	15	4	-13
> COc1ccc(NC(=O)Cn2cnc3c(cnn3-c3ccc(C)c(C)c3)c2=O)c(OC)c1
    27	-2	0	-11	-11	-4	-1	10	7	-1	36
> N/C(=N\OC(=O)c1ccc2c(c1)OCO2)c1ccncc1
    -114	60*	-61	-118	-30	-8	-27	-22	6	-1	-120
> CCCCn1nnnc1C(c1ccccc1)N1CCN(CC)CC1 (stereo not given)
    5	-14	·	·	-10	·	·	-20	·	23	·
> FC(F)(F)c1nc2ccccc2nc1N/N=C/c1c(Cl)cccc1Cl
    16	-11	20	0	18	43	0	-1	-25	-1	12
> COC(=O)c1sccc1NC(=O)Nc1cccc(C)c1
    -63	-2	-43	-54	-75	8	-19	-41	-2	0	-18
> O=C(COc1ccc(F)cc1)Nc1nc2c(s1)CCCC2
    -48	6	-17	-54	-16	30	-7	-29	-20	-27	-66
> COc1ccc(CNc2nn3c(-c4cccc(C(=O)N(C)C)c4)cnc3s2)cc1
    0	18	49	39	50*	84*	·	19	2	81*	-12
> Cc1cc(S(=O)(=O)Nc2ccc(C(=O)NCC3(N4CCCCC4)CCCCC3)cc2)ccc1F
    -53	14	-5	6	-16	4	-33	-12	0	-11	-30
> O=C(OC1Cn2c(=O)ccc(=O)n2C1)c1ccccc1
    7	0	16	-3	0	-8	3	5	6	-10	4
> O=C(Nc1ccc(Oc2cccnc2)cc1)C1CCN(Cc2cc(Cl)ccc2O)CC1
    31	25	26	16	29	18	-11	62*	-2	1	63
> C[C@H]1CN([C@@H](C)CO)S(=O)(=O)c2ccc(Br)cc2O[C@@H]1CN(C)C(=O)Cc1ccccc1
    -14	-9	-1	-3	17	6	-6	-1	-6	15	-2
> CCOCCCn1c(SCC(=O)Nc2cc(OC)ccc2OC)nc2ccccc2c1=O
    -3	-8	-2	-36	-14	14	9	3	-4	-12	28
> CCOC(=O)N1CCN(C(=O)CSc2nnc(-c3ccc(C(C)(C)C)cc3)o2)CC1
    5	40	-2	-18	-10	10	-34	-4	-14	-12	31
> CS(=O)(=O)c1ccc(C(=O)NNC(=O)c2cccs2)cc1
    15	-3	1	-20	-1	-19	-1	-11	19	8	-10
> Cc1cc(/C=C(\C#N)C(=O)NCc2ccco2)c(C)n1C1CCCC1
    -130	15	-48	-79	-8	-3	-34	-30	-4	7	-48
> Cc1cccc(N2C(=O)CC(N3CCN(Cc4ccc(Cl)cc4)CC3)C2=O)c1 (stereo not given)
    13	6	2	-3	20	-7	-6	-9	-1	9	-3
> O=C(Nc1nc2ccc(C(=O)N3CCCCC3)cc2s1)C1CCCCC1
    -24	-13	-2	3	-5	32	-21	-17	-22	2	-2
> O=C(/C=C/c1cccc([N+](=O)[O-])c1)N1CCN(c2ccccc2F)CC1
    -1	-5	23	3	12	6	10	-10	-3	-29	7
> CCOc1ccc(CC(=O)Nc2ccc(S(=O)(=O)Nc3cc(C)on3)cc2)cc1OCC
    -30	-22	6	-25	6	-8	11	-7	2	3	2
> CC1CCCCC1NC(=O)CCCc1nc2ccccc2c(=O)[nH]1 (stereo not given)
    -7	9	18	-7	-6	6	0	-27	-10	1	13
> C=CCn1c(=O)c(C(=O)Nc2ncccc2O)c(O)c2ccccc21
    1	-14	9	-14	25	1	6	-2	1	6	-5
> Cc1cccc(NC(=O)c2cc(NC(=O)CCCC(=O)O)ccc2Cl)n1
    1	-10	-15	-4	0	4	-1	0	5	-14	-6
> Cc1cccc(CN2CCN(C3CN(Cc4cn(Cc5ccccc5)nn4)S(=O)(=O)C3)CC2)c1 (stereo not given)
    -6	-3	·	·	16	·	·	-4	·	-7	·
> CCC(NC(=O)CCCc1ccccc1)c1ccccc1 (stereo not given)
    -7	-11	15	-9	-17	4	-4	-1	6	-6	0
> CO[C@@H]1[C@@H](OC(N)=O)[C@@H](O)[C@H](Oc2ccc3c(O)c(NC(=O)c4ccc(O)c(CC=C(C)C)c4)c(=O)oc3c2C)OC1(C)C
    -5	-19	6	2	12	28	·	-5	-2	27	-9
> CC1(C)CC(=O)c2cc(C(=O)NCc3ccco3)c(=O)n(-c3ccccc3)c2C1
    -4	2	-13	14	·	15	12	6	-6	83*	5
> COC(=O)c1cc2c(C(F)(F)F)nn(C)c2s1
    6	-2	-2	-5	9	2	6	4	2	-3	2
> COC(=O)CCCNC(=O)c1ccc(S(=O)(=O)NCc2ccco2)cc1
    2	0	-19	-16	1	-18	3	-14	13	-4	-4
> Cc1ccc(CNS(=O)(=O)c2cc3c4c(c2)C(C)C(=O)N4CCC3)cc1 (stereo not given)
    -14	22	-26	9	-3	19	0	-3	0	8	24
> O=C(Cn1cc(C(=O)C2CC2)c2ccccc21)NCc1ccc2c(c1)OCO2
    9	-13	8	9	-17	-3	-5	-28	-3	2	18
> CC(C)CN1C(=O)c2ccc(C(=O)Nc3ccccc3C(=O)O)cc2C1=O
    -38	16	-51	-54	-13	9	-7	-13	7	20	-27
> CCOC(=O)c1oc2ccccc2c1NC(=O)COc1cccc(OC)c1
    4	2	10	-2	-2	-4	7	-14	4	-4	28
> COc1cccc(NC(=O)c2ccc3c(c2)CCCC3)c1
    -141	65*	-105	-97	-74	3	-34	-48	-8	-4	-70

Structures listed so far that contain a COOH group, in the order listed:
Every second line gives: LRH-1 inv ag	C8 TRAIL sens	SRC3 inh	NCOA1 inh	TROY NFkB inh	CF NFkB block	LMP1 NFkB inh	NR2F2 inh	KKLEB cytotox	TWEAK-Fn14 inh	Shn3 3UTR inh
> Cc1cccc(NC(=O)c2cc(NC(=O)CCCC(=O)O)ccc2Cl)n1
    1	-10	-15	-4	0	4	-1	0	5	-14	-6
> CC(C)CN1C(=O)c2ccc(C(=O)Nc3ccccc3C(=O)O)cc2C1=O
    -38	16	-51	-54	-13	9	-7	-13	7	20	-27

Seven entries already listed, sorted by the number in NR2F2 inh, lowest first:
Structure | NR2F2 inh
O=C(COc1ccc(F)cc1)Nc1nc2c(s1)CCCC2 | -29
CS(=O)(=O)c1ccc(C(=O)NNC(=O)c2cccs2)cc1 | -11
COc1ccc(-c2ccc(C#N)c(SCC(=O)OCc3ccccc3)n2)cc1OC | -9
Cc1cccc(CN2CCN(C3CN(Cc4cn(Cc5ccccc5)nn4)S(=O)(=O)C3)CC2)c1 (stereo not given) | -4
Cc1ccc2nc3c(c(C(=O)OC4CCOC4=O)c2c1)CCCC3 (stereo not given) | -2
O=C(OC1Cn2c(=O)ccc(=O)n2C1)c1ccccc1 | 5
O=C(Nc1ccc(Oc2cccnc2)cc1)C1CCN(Cc2cc(Cl)ccc2O)CC1 | 62*

(listing goes on)
Every second line gives: LRH-1 inv ag	C8 TRAIL sens	SRC3 inh	NCOA1 inh	TROY NFkB inh	CF NFkB block	LMP1 NFkB inh	NR2F2 inh	KKLEB cytotox	TWEAK-Fn14 inh	Shn3 3UTR inh
> N#Cc1ccccc1NC(=O)CN1C(=O)NC(Cc2c[nH]c3ccccc23)C1=O (stereo not given)
    5	3	-11	-30	8	15	-10	-9	10	18	-12
> CS(=O)(=O)c1ccc(Nc2nc(C(N)c3ccccc3Cl)cs2)cc1 (stereo not given)
    0	-8	-6	-9	4	-6	·	-15	4	-6	11
> Cc1ccnc(NC(=O)C(C)N2C(=O)c3ccccc3S2(=O)=O)c1 (stereo not given)
    -3	-43	-7	-5	41	-15	-9	19	4	2	-5
> COc1ccc2c(CN(C)c3ccccc3)cc(=O)oc2c1
    6	-15	6	2	8	-3	-13	-35	2	7	11
> CC(C)NC(=O)Nc1ccc2c(c1)C(=O)N([C@@H](C)CO)C[C@H](C)[C@H](CN(C)S(=O)(=O)c1ccccc1)OCCCC[C@H](C)O2
    -7	-1	-15	4	1	20	-6	12	-7	-14	-19
> N/C(=N\OC(=O)c1ccccc1)c1cccnc1
    -104	2	-62	-52	-57	-12	4	-32	5	5	-133
> Cc1ccc(C(=O)c2c(NC(=O)c3cccnc3)sc3c2CCCC3)cc1
    -23	-10	-2	8	-2	11	-5	0	11	13	-3
> O=C(Nc1nc(-c2cccnc2)cs1)c1ccccc1[N+](=O)[O-]
    -5	-3	8	2	-10	-9	-21	-2	9	-16	-17
> O=C(COC(=O)c1cccc(Cl)c1)Nc1cc(S(=O)(=O)N2CCOCC2)ccc1N1CCOCC1
    14	1	-59	5	0	7	-4	-7	-1	-13	1
> Cn1c(CC(=O)Nc2ccc(Cl)c(Cl)c2)nnc1SCC(=O)NCc1ccccc1
    9	5	18	10	14	19	-2	10	-2	-2	-5
